Screening results as filed in PubChem.
Large T inhibition: SV40 large T antigen inhibitors, biochemical (AID 1903); SV40 large T antigen ATPase/helicase inhibition assay; higher % means a stronger effect; inhibition, % at 20 µM; hits with a dose series show IC50 in µM; hit rate 0.39% among 310,000; in the data active means a potency from the dose series; further: strong numbers were not always called active
Myeloid diff MLP: induction of myeloid progenitor differentiation, primary screen, cell-based, flow cytometry, MLPCN library; ER-HoxA9 myeloid progenitors, lysozyme-GFP differentiation; calls only at 10 µM; hit rate 1% among 360,000;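 active means normalized GFP-positive differentiation at or above the plate's own cutoff, the solvent-only control mean plus 3 SD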;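 further: cells exposed to compound for four days before flow analysis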
PhoP inhibition: inhibitors of PhoP regulon expression, primary screen, Salmonella Typhimurium, GFP reporter (AID 1863); hit rate 0.16% among 300,000; one-dose inhibition, % at 50 µM; IC50 in µM for titrated hits; S. Typhimurium PhoP-regulated promoter GFP reporter, 4 h; higher % means a stronger effect;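 active means inhibition over 29.93%, a cutoff 3 SD above the screen mean, later confirmed by dose response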;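 further: 0% = low Mg2+ inducing control and 100% = high Mg2+ repressing control; strong numbers were not always called active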
NTR1 agonist: agonists of NTR1, primary screen, imaging, U2OS cells, beta-arrestin-GFP, high content (AID 493036). hit rate 0.17% among 330,000. Neurotensin receptor type 1 (Homo sapiens), P30989. activation, % at 20 µM. NTR1-U2OS beta-arrestin-GFP spot imaging, agonist mode;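 active means activation at or above 40% of the spot to cytoplasm intensity ratio, with at least 20 cells analyzed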;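 further: 0% = DMSO without peptide and 100% = 100 nM NTR1 peptide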
Target sequence (P30989 whole entry, looked up): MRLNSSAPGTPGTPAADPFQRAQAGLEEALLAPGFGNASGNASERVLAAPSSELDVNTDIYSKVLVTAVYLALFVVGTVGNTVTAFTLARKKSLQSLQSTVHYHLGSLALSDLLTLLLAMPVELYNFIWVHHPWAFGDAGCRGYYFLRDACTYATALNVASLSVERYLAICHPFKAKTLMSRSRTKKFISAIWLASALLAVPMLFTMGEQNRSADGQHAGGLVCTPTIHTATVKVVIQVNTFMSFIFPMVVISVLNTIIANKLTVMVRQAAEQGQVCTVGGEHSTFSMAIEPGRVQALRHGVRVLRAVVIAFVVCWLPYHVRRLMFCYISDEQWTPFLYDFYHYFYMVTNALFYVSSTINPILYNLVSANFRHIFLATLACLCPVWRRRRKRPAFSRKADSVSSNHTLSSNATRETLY
Rac1 GTP hydrolysis: MgcRacGAP GTPase-activating activity inhibitors, confirmation, biochemical, ADP Hunter fluorescence; Rac GTPase-activating protein 1 (Homo sapiens); MgcRacGAP-stimulated Rac1 GTP hydrolysis, ADP Hunter fluorescence; higher % means a stronger effect; GST-tagged Rac1 F28L mutant substrate; one-dose inhibition, % at 30 µM; IC50 in µM for titrated hits; hit rate 0.6% among 340,000;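 active means first-screen hits whose inhibition reached a set limit at any dose in the follow-up dose series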;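 further: fluorescence reports GDP produced by GAP-driven GTP hydrolysis; strong numbers were not always called active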
T cell modulator: modulators of CD8 T cell-vesicle binding, primary screen, mouse 2C CD8+ T cells, flow cytometry; hit rate 0.068% among 330,000; 2C CD8+ T cell-vesicle binding; stronger effect = lower value; calls only at 7 µM;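 active means response, share of CD8 T cells binding vesicles, and their 90th percentile fluorescence all below set limits, cut at about 80% in these data, passing the limit was not always enough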
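Test system: purified 2C TCR transgenic mouse naive CD8+ T cells. Probe or stimulus: QL9-peptide-loaded Drosophila micro-vesicles bearing Ld, ICAM-1 and B7-1. Incubation: binding step 1.5 h, 37 °C, antibody labelling 20 min, ice. Measured by: flow cytometry of vesicle-bound cells.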
RSV CPE inhibition: RSV antiviral activity via CPE protection, HEp-2 cells, primary 10 µM value included (AID 2391); one-dose CPE inhibition, % at 10 µM; IC50 in µM for titrated hits; HEp-2 cells, RSV-induced CPE inhibition; higher % means a stronger effect; hit rate 0.13% among 310,000; in the data active means a potency from the dose series; further: strong numbers were not always called active
UTI89 phage lysis: inhibition of K1F phage lysis, E. coli UTI89, bacterial capsule biogenesis inhibitors, alamar blue (AID 488966). E. coli UTI89 K1F phage lysis, alamar blue, 2 h; higher % means a stronger effect. hit rate 0.02% among 340,000. inhibition, % at 100 µM; hits with a dose series show IC50 in µM;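 active means phage lysis inhibition, versus mean bacterial control, above a set limit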;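 further: capsule biogenesis inhibitors block K1F phage lysis so surviving cells raise fluorescence; higher fluorescence means more inhibition of phage lysis; actives were called in the ten point dose series up to 300 µM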
TNAP activation fold: human TNAP enzyme activators, primary screen, biochemical, luminescent, no phosphate acceptor, uHTS (AID 1001) | Alkaline phosphatase, tissue-nonspecific isozyme (Homo sapiens) | purified TNAP, luminescent activation assay, no phosphate acceptor; higher activation fold means a stronger effect | activation fold at 20 µM, or EC50 in µM where a hit was titrated | hit rate 0.03% among 200,000; in the data active means activation fold from about 3, or a potency from the dose series; inactive means the rest, 99 in 100 with activation fold below about 1.6; further: many of its hits are not listed in these tables
T cell modulator vesicle-bound %: further read-out of T cell modulator, marked with its call; double positive events, %; measured here: CD8+ vesicle-bound cell fraction;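 binding gate set so that unloaded-vesicle control wells show 10% double positive cells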
NTR1 agonist cell count 20 µM: recorded beside NTR1 agonist, whose call it bears; cell count; measured here: cell count, cytotoxicity flag
Myeloid diff MLP GFP+ MAC1+ %: also measured in Myeloid diff MLP; calls as there; GFP+ MAC1+ double positive, %; measured here: differentiation confirmed by MAC1 staining
* hit, by the source's call; i = inactive; x = no result given; [ ] = remark or other dose. No enrichment for hits; 2.3% or so of the library scored in one or more.

SMILES	Large T inhibition	Myeloid diff MLP	Myeloid diff MLP GFP+ MAC1+ %	PhoP inhibition	NTR1 agonist	NTR1 agonist cell count 20 µM	Rac1 GTP hydrolysis	T cell modulator	T cell modulator vesicle-bound %	RSV CPE inhibition	UTI89 phage lysis	TNAP activation fold
CCn1ncc(C2=NOC(C(=O)Nc3c(C)n(C)n(-c4ccccc4)c3=O)C2)c1C (centres undefined)	5%	i	1.3	7%	-1.0	54	5%	i	31	1.3%	0.2%	1.1
CCOc1ccc(CCNC(=O)c2nnn(CC(=O)Nc3ccc(OC)c(OC)c3)c2N)cc1OCC	2%	i	1.6	2%	0.3	67	1%	i	6	4.3%	0.1%	x
NNC(=O)c1cc(NS(=O)(=O)c2cccs2)cc(NS(=O)(=O)c2cccs2)c1	x	i	0.2	x	-2.0	46	4%	i	40	x	0.3%	x
CC1=C(c2ccccc2)C(=S)NC(C)(C)C1	4%	i	0.7	-7%	-0.8	54	-1%	i	43	3.0%	-2.0%	x
CCc1nc2ccccc2c(C(=O)OC2CCCCC2=O)c1C (centres undefined)	3%	i	0.4	0%	6.1	53	3%	i	48	1.7%	3.4%	1.1
CCOC(=O)c1c(C)[nH]c(NC(=O)N2CCOCC2)c1C	-7%	i	5.5	5%	0.5	51	14%	i	10	-1.6%	-0.1%	1.1
COc1ccc(/C=C2\SC(N)=NC2=O)cc1Br	6%	i	0.5	-5%	-0.4	73	12%	i	35	2.5%	0.3%	x
O=C(NCCC1=CCCCC1)c1ccc(Br)o1	16%	i	1.3	3%	-1.1	86	-2%	i	33	1.6%	-0.1%	1.2
O=C(CCCOc1ccc(Cl)cc1Cl)Nc1ccncc1	1%	i	12	4%	0.5	50	3%	i	47	1.8%	0.5%	1
COC(=O)Cc1c(C)c2ccc(OC(=O)c3ccco3)cc2oc1=O	32%	i	1.0	-4%	-1.0	43	14%	i	54	5.2%	0.3%	1.1
Cc1nccc(-c2ccc(-n3c(C)ccc3C)cc2)n1	4%	i	1.1	6%	1.9	67	-1%	i	59	3.5%	4.6%	1
Cc1ccccc1CNc1ccc(C(CC(N)=O)NC(=O)c2ccc(Br)cc2)cc1[N+](=O)[O-] (centres undefined)	-4%	i	2.4	6%	0.1	44	1%	i	8	0.7%	1.1%	x
O=C(Nc1ccc(O)cc1)c1cc2n(n1)C(C(F)(F)F)CC(c1ccco1)N2 (centres undefined)	35%	i	1.1	31%	1.9	40	28µM*	i	21	-0.8%	-0.7%	1.1
CCOc1ccc(NC(=O)C2=NN(c3ccccc3)C(=O)CC2)cc1S(=O)(=O)N1CCCCC1	x	i	1.2	x	3.3	44	4%	i	38	x	0.1%[50 µM]	x
COc1cccc(NC(=O)NCc2ccccc2Cl)c1	18%	i	0.4	x	-1.0	51	1%	i	34	2.7%	0.7%	x
COc1cccc([C@@H]2CC=C(C(=O)O)[C@H](c3ccccc3)N2S(=O)(=O)c2ccc(C)cc2)c1	16%	i	1.6	x	0.3	92	10%	i	18	3.0%	-1.4%	x
CCC(NC(=O)CNC(=O)c1ccc2c(c1)OCO2)c1ccc(Br)cc1 (centres undefined)	x	i	0.9	x	3.1	56	4%	x	x	x	0.9%[50 µM]	x
O=C(NCCc1ccccc1)/C(=C\c1cccc([N+](=O)[O-])c1)NC(=O)c1ccco1	25%	i	0.3	3%	-0.9	62	7%	i	27	7.5%	0.2%	x
CCCC(=O)NCCSC	9%	i	1.0	2%	3.5	62	2%	i	35	3.4%	7.7%	1.1
Cc1ccc(S(=O)(=O)N/N=C(\c2ccccc2)c2cccnc2)cc1	5%	i	0.4	-8%	2.2	86	1%	i	39	0.9%	0.2%	1
COCCNC(=O)COc1cc(=O)n(C)c2ccccc12	-4%	i	0.6	4%	0.1	79	6%	i	56	0.3%	0.6%	1.1
O=C(CN1NS(=O)(=O)c2ccccc2C1=O)Nc1ccccc1OC(F)F	5%	i	1.0	17%	-1.7	54	2%	i	35	-0.6%	0.1%	1
CC1CCN(S(=O)(=O)c2ccc3c(ccn3CCC(=O)NC(C)C)c2)CC1	7%	i	0.0	2%	0.2	46	-1%	i	27	2.0%	0.1%	x
Cc1nc2nc[nH]n2c(=O)c1CCC(C)C	12%	i	0.3	0%	-2.2	97	3%	i	25	0.2%	-1.0%	1.1
O=C(CN1N=C(c2ccccc2)CCC1=O)NCc1ccco1	11%	x	x	0%	-0.3	43	x	i	45	1.8%	x	1

In the list so far, these have an aryl methoxy group.
SMILES	Large T inhibition	Myeloid diff MLP	Myeloid diff MLP GFP+ MAC1+ %	PhoP inhibition	NTR1 agonist	NTR1 agonist cell count 20 µM	Rac1 GTP hydrolysis	T cell modulator	T cell modulator vesicle-bound %	RSV CPE inhibition	UTI89 phage lysis	TNAP activation fold
CCOc1ccc(CCNC(=O)c2nnn(CC(=O)Nc3ccc(OC)c(OC)c3)c2N)cc1OCC	2%	i	1.6	2%	0.3	67	1%	i	6	4.3%	0.1%	x
COc1ccc(/C=C2\SC(N)=NC2=O)cc1Br	6%	i	0.5	-5%	-0.4	73	12%	i	35	2.5%	0.3%	x
COc1cccc(NC(=O)NCc2ccccc2Cl)c1	18%	i	0.4	x	-1.0	51	1%	i	34	2.7%	0.7%	x
COc1cccc([C@@H]2CC=C(C(=O)O)[C@H](c3ccccc3)N2S(=O)(=O)c2ccc(C)cc2)c1	16%	i	1.6	x	0.3	92	10%	i	18	3.0%	-1.4%	x

(continued)
SMILES	Large T inhibition	Myeloid diff MLP	Myeloid diff MLP GFP+ MAC1+ %	PhoP inhibition	NTR1 agonist	NTR1 agonist cell count 20 µM	Rac1 GTP hydrolysis	T cell modulator	T cell modulator vesicle-bound %	RSV CPE inhibition	UTI89 phage lysis	TNAP activation fold
CC1Cn2c(nc3c2c(=O)[nH]c(=O)n3C)O1 (centres undefined)	0%	i	0.8	-1%	-0.5	38	10%	i	38	2.1%	1.1%	1.1
Cc1cc(OCc2nc(-c3ccc(NC(=O)c4cccnc4)cc3)no2)ccc1Cl	-1%	i	0.8	-4%	0.5	44	-7%	i	20	34%	-0.2%	1
Clc1cc(Cl)c2nc(N3CCCC3)sc2c1	x	i	0.2	x	-0.7	82	3%	i	10	9.9%	-0.2%	x
Cn1ncc(N=Cc2ccccc2[N+](=O)[O-])c1C(N)=O	7%	i	0.3	-10%	0.4	48	4%	i	30	1.1%	0.8%	x
Cc1ccc(S(=O)(=O)NCCCCCC(N)=O)cc1	-3%	i	0.4	0%	-4.6	91	7%	i	24	1.1%	4.0%	1.1
CN(C)c1c(N)[nH]c2c(c1=O)c(=O)n(C)c(=O)n2C	8%	i	0.3	3%	5.6	38	7%	i	43	6.6%	0.5%	1
CCNS(=O)(=O)c1ccc(CCC(=O)N2CCN(c3ccc(OC)cc3)CC2)cc1	8%	i	0.6	6%	0.3	72	18%	i	31	1.3%	0.6%[50 µM]	x
Cc1ccccc1C(=O)NNc1ncnc2c1cnn2C	12%	i	0.6	3%	2.1	60	4%	i	37	0.0%	0.4%	1.2
O=S(=O)(NCCCCNS(=O)(=O)c1ccc(F)cc1)c1ccc(F)cc1	5%	i	0.6	x	0.9	45	-1%	i	25	2.9%	1.6%	x
CCOC(=O)c1ccc(N2Cc3ccccc3C2=NC(=O)c2cccc([N+](=O)[O-])c2)cc1	11%	i	2.6	x	-0.4	60	8%	i	25	0.3%	0.3%	x
Cc1ccc(C(=O)O/N=C(\N)Cc2cccc3ccccc23)cc1	7%	i	0.4	-1%	-0.6	42	6%	i	24	3.2%	0.1%	x
Cc1ccc(S(=O)(=O)N2CCOCC2)cc1NC(=O)CSc1nc(N)cc(N)n1	x	i	0.6	x	-0.3	61	5%	x	x	x	0.8%[50 µM]	x
O=C(CSc1nnc(NC(=O)c2cccc(F)c2)s1)NCC1CCCO1 (centres undefined)	12%	i	1.0	-8%	1.2	64	3%	i	37	1.6%	-0.1%	x
CSc1cccc(NC(=O)N2CCCC(CNS(=O)(=O)Cc3ccccc3)C2)c1 (centres undefined)	-5%	i	0.3	-8%	1.3	41	7%	i	53	1.2%	0.3%	1
C=Cn1c(C(=O)O)ccc1-c1ccc(OC)cc1	7%	i	0.1	6%	1.9	41	x	i	46	1.0%	x	1
C=CCNc1nc(SC)nc2ccsc12	2%	i	0.6	-9%	-1.3	46	10%	i	61	4.0%	0.0%	1.1
CN1C(=S)SC(N(O)C(=O)Nc2ccc(Cl)c(Cl)c2)C1(C)C (centres undefined)	6%	i	0.8	15%	3.2	42	0%	i	2	10%	-3.0%	1
CC(=O)O[C@H]1[C@@H](O)[C@H](O)[C@H](Oc2c(O)c(C)c3c4c2[C@@H](C)CC[C@@H]4[C@@H](C)C[C@H]3C=C(C)C)O[C@H]1C	x	i	1.6	x	26	45	2%	i	8	x	-1.8%	x
Cc1nn(Cc2ccccc2)c2sc(C(=O)N3CCN(Cc4ccc5c(c4)OCO5)CC3)cc12	0%	i	1.2	3%	2.1	75	10%	i	12	4.8%	0.3%	1
Cn1ccsc1=NC(=O)c1ccccc1F	-6%	i	0.8	-7%	-0.2	68	7%	i	52	1.9%	0.2%	1.1
CCCSc1cc(=O)n(-c2ccccc2)nc1C(=O)OCC	2%	i	6.9	-5%	-0.8	60	-1%	i	21	2.0%	0.2%	1
Cc1cccc(C)c1OCCCN1CCOCC1	-7%	i	0.6	9%	0.1	28	9%	i	19	0.2%	0.8%[50 µM]	x
COc1ccc(S(=O)(=O)Nc2ccccc2C(=O)NCc2cccnc2)cc1C	3%	i	1.7	10%	0.3	52	7%	i	15	0.8%	-0.2%	x
Cc1cc(Nc2ccc(C(=O)N3CCCCC3)cc2)c2cccc(C)c2n1	3%	i	0.5	15%	0.8	85	7%	i	28	1.2%	1.2%[50 µM]	x
COC(C[C@H](O)C[C@H](O)[C@@H](C)OCc1ccccc1)OC	3%	i	1.2	x	-0.8	52	6%	x	x	0.0%	3.3%	x
COc1ccc(NC(=O)c2ccccc2)c([N+](=O)[O-])c1	5%	i	0.5	4%	1.9	60	-1%	i	22	15%	0.1%	1
O=C(CN1CCN(C2CCCCC2)CC1)NCCC1=CCCCC1	11%	i	7.3	3%	1.7	44	20%	i	49	-2.2%	0.0%[50 µM]	0.9
COc1cc(-c2cn(S(=O)(=O)c3cccc4nsnc34)nc2N)cc(OC)c1OC	6%	i	3.4	-6%	-0.6	40	3%	i	8	-2.9%	5.1%	1
COc1cccc(NC(=O)c2ccncc2)c1	2%	i	1.5	-2%	-2.2	76	6%	i	11	0.7%	3.6%	1.1
